# Screening results deposited in PubChem by National Center for Advancing Translational Sciences (NCATS).
# HCV inh = qHTS Assay for Inhibitors of Hepatitis C Virus (HCV) | 340,000 compounds, 3.4% hits | Huh7.5.1 HCVcc-Cre infection, luciferase reporter, 44 h | Potency, µM (series often up to 41.8 µM), without a hit: at the highest dose activity change, negative = inhibition, actives largely listed as inhibitors; note: potency is the fitted concentration of half-maximal effect; % is set by controls: 0 for no effect and ±100 for the full control effect
#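 Compounds are dispensed onto cells plated 4 h earlier at 1,000 per well, with HCVcc-Cre virus (about 0.5 moi) added next. Following 44 h of culture, luminescent signal is measured for 15 sec after 15 min with substrate at room temperature.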
# Shiga inhibitor = A qHTS for Small Molecule Inhibitors of Shiga Toxin; Vero cells, Shiga toxin protein synthesis inhibition reporter; inhibition, % at 38.7 µM; 290,000 compounds, 9.2% hits; AID 2315, 2010; in the data active = inhibition mostly above about 28%, no sharp cut-off; inactive = mostly below about 43%; note: 0% is about no effect
# Pf growth 48h = Primary qHTS for delayed death inhibitors of the malarial parasite plastid, 48 hour incubation | P. falciparum luciferase growth in erythrocytes, 48 h | Potency, µM (doses to about 28.7 µM), without a hit: top-dose activity change, negative = inhibition, usual class: inhibitors | 310,000 compounds, 5.9% hits | AID 504832, 2011; note: potency is the fitted concentration of half-maximal effect; % is set by controls: 0 for no effect and ±100 for the full control effect
#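 Firefly luciferase activity from engineered P. falciparum reports growth; inhibitors lower the luminescent signal. Cultures contained 2% hematocrit erythrocytes at 0.1% final parasitemia.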
# Giardia FBPA inh = qHTS Assay for Inhibitors of Fructose-1,6-bisphosphate Aldolase from Giardia Lamblia. purified Giardia FBPA. 290,000 compounds, 0.71% hits. A8B2U2. Potency, µM (titrated, usually from 59.6 µM), for the others: top-dose activity, negative = inhibition, actives largely listed as inhibitors; note: potency is the fitted concentration of half-maximal effect; % is set by controls: 0 for no effect and ±100 for the full control effect; nearly all actives have a fitted effect of over 55% in size
# Target sequence (A8B2U2 whole entry, looked up): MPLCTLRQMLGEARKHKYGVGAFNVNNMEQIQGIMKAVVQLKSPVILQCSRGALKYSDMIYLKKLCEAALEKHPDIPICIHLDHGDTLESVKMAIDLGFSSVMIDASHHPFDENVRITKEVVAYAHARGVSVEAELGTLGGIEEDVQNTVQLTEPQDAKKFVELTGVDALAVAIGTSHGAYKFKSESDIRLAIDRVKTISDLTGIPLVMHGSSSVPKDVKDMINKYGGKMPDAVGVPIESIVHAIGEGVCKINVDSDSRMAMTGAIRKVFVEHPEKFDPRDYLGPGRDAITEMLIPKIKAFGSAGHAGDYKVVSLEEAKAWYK
#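 40 nM FBPA preincubated 10 min at RT with compound (up to 57.5 uM final), then substrate plus GAPDH/TPI/NAD/arsenate coupling and diaphorase/resazurin added. Fluorescence read after 20 min at RT, 525/598 nm.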
# CHX counter = Cycloheximide Counterscreen for Small Molecule Inhibitors of Shiga Toxin; max response, %; AID 2314, 2010; cell reporter, cycloheximide protein synthesis inhibition counterscreen; 300,000 compounds, 12% hits; in the data active = max response mostly above about 13%, no sharp cut-off; inactive = mostly below about 14%; note: read at 38.3 µM for the half of the compounds with a filed dose; 0% is about no effect
# Pf growth 96h = Primary qHTS for delayed death inhibitors of the malarial parasite plastid, 96 hour incubation. P. falciparum luciferase reporter growth, 96 h. Potency, µM (series often up to 28.7 µM), without a hit: at the top dose activity change, negative = inhibition, actives largely listed as inhibitors. 320,000 compounds, 6.9% hits; note: potency is the fitted concentration of half-maximal effect; % is set by controls: 0 for no effect and ±100 for the full control effect
#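 Readout is luminescence from an integrated firefly luciferase in P. falciparum. Red cells, 2% hematocrit and 0.05% parasitemia final, were cultured with compound through two parasite generations (96 hours) at 37 C, 5% CO2.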
# * marks the source's active call; other numbers are inactive results; ? = inconclusive; . = no result given; & = joins results of further samples; [ ] = dose if it differs, or a comment. Unless noted, calls come from the whole dose curve; as a rule, active = well fitted curve in the direction sought with a large enough effect; inconclusive = small, poorly fitted or top-dose-only effect, or another doubt; inactive = no such curve, though single readings can be large; an effect the other way counts as inactive or inconclusive.
[1] O=C1Nc2ccccc2N=C(c2ccccc2)C1N1CCOCC1 (stereo unspecified)
[2] Cc1noc(NS(=O)(=O)c2ccc(NC(=O)CSc3nc4c(cc3C#N)CCC4)cc2)c1C
[3] COc1ccc(-c2cccc([C@H]3[C@@H]4C=CCC[C@@]4(C)C(=O)N3Cc3ccccc3)c2)cc1
[4] Cc1cccc(NC(=O)C2CCCN(C(=O)Nc3ccc(F)cc3)C2)c1C (stereo unspecified)
[5] O=C(Nc1nc2ccccc2n1CCOc1ccc(Cl)cc1)c1ccco1
[6] Cc1ccc(C(=O)NC2CCN(CCCC(=O)c3ccc(F)cc3)CC2)cc1
[7] O=C(O)CC1OCC=C2CN3CCC45C6=CC(=O)C(=O)C([N+](=O)[O-])=C6NC4C1C2CC35 (stereo unspecified)
[8] COc1cccc(Oc2ccc(C(F)(F)F)cc2N)c1
compound no.	1	2	3	4	5	6	7	8
HCV inh	-7%	5%&-6%	?	5%	?	-18%	15%	-12%
Shiga inhibitor	6	-11	-6	2	49	-8	-1	87*
Pf growth 48h	15%	33%[activator]	?	1%	.	10µM*	?	52%[activator]
Giardia FBPA inh	-8%	13%	0%	.	18%	-17%	1.3µM*	-7%
CHX counter	3	-2	-3	-4	20*	-3	-1	29*
Pf growth 96h	-13%	-7%	?	34%[activator]	?	?	?	46%[activator]

[9] CCc1cc(=O)oc2cc(OCC(=O)N3CC[C@@]4(O)CCCC[C@H]4C3)ccc12
[10] COc1ccc2c(c1)c(C(=O)N/N=C/c1ccc(Cl)cc1)c(C)n2C
[11] Cc1ccc(C)c(S(=O)(=O)N=Nc2c(O)[nH]c3ccccc23)c1
[12] Clc1ccc(-c2nnc(NC3=NCCCCC3)o2)cc1
[13] Cc1oc(C)c(C(=O)Nc2ccc(CC(=O)O)cc2)c1C(=O)Nc1ccc(CC(=O)O)cc1
[14] N#CC1=C(N)Oc2ccccc2C12C(=O)Nc1n[nH]c(-c3ccccc3)c12 (stereo unspecified)
[15] O=Cc1ccc(OC2OCCOC2Oc2ccc(C=O)cc2)cc1 (stereo unspecified)
[16] Cc1oc(-c2cc3c(cc2Cl)OCO3)nc1CN1CCCC1c1ccc(F)cc1 (stereo unspecified)
compound no.	9	10	11	12	13	14	15	16
HCV inh	-13%	?	-1%	?	9%&2%	6%	9%	-26%
Shiga inhibitor	-3	9	9	55	52	-5	-8	18
Pf growth 48h	?	?	4%	-5%	-10%	-18%	16%	?
Giardia FBPA inh	1%	-5%	-7%	-6%	3%	-6%	3%	-4%
CHX counter	1	7	-3	42	-3	-3	-5	-2
Pf growth 96h	34%[activator]	?	49%[5.75 µM]	59%[activator]	2%[5.75 µM]	0%	?	21%

[17] COc1cc(/C=N/n2c(-c3ccccc3)n[nH]c2=S)ccc1O
[18] COc1cc(NC(=O)c2onc(C)c2Cl)cc(OC)c1OC
[19] CC(=O)Nc1ccc(S(=O)(=O)NCCC(=O)NCC2COc3ccccc3O2)cc1 (stereo unspecified)
[20] Cc1ccc(C)n1-c1ccc(C#N)cn1
[21] O=C1CSC(=S)N1/N=C/c1ccc(O)c(O)c1O
[22] CC(=O)N1CCC(=NNc2nc3ccccc3s2)CC1
[23] COC(=O)CSc1nc(C)c2c(n1)CCCC2
[24] Cc1ccc(NC(=O)CS(=O)CC(=O)NCCCc2ccccc2)cc1Cl (stereo unspecified)
compound no.	17	18	19	20	21	22	23	24
HCV inh	-3%	5%	.	6%	3%	1%	0%	7%
Shiga inhibitor	-2	-9	11	22	15	91*	33	-5
Pf growth 48h	-8%	-8%	?	49%[activator]	?	31%[activator]	8%	47%[activator]
Giardia FBPA inh	?	0%	.	-11%	7.9µM*	-10%	3%	1%
CHX counter	6	-2	-2	2	2	45*	19	-3
Pf growth 96h	?	28%	-2%	-7%	?	16%	30%[activator]	70%[activator]

[25] Cc1ccc(-n2[nH]c(C)c(/C=N/n3c(C)nc4ccccc4c3=O)c2=O)cc1
[26] NS(=O)(=O)c1ccc(NC(=O)COc2ncnc3sccc23)cc1
[27] Cc1ccc(C(C(=O)NCC2CCCO2)N(C(=O)c2snc(C(N)=O)c2N)c2ccc(F)cc2)o1 (stereo unspecified)
[28] CC/C(C)=N/Nc1ccc(S(=O)(=O)N2CCCC2)cc1[N+](=O)[O-]
[29] COc1ccc(/C=C(/NC(=O)c2ccccc2)C(=O)NC2CCS(=O)(=O)C2)cc1 (stereo unspecified)
[30] CCCN(CCC)C(=O)Cn1c2ccccc2c2nc(=O)cc(C)n21
[31] Cc1nnc(-c2cnn(-c3ccccc3)c2N)n1Cc1ccccc1
[32] CC(=O)Nc1ccc(S(=O)(=O)Nc2cc(C)cn(Cc3ccc(C)cc3)c2=O)cc1
compound no.	25	26	27	28	29	30	31	32
HCV inh	-11%	4%	-12%	-17%	21%	4%	1%	0%
Shiga inhibitor	37	-3	-7	-4	-1	-8	3	21
Pf growth 48h	21%	9%	?	-1%	5%	.	2%	9%
Giardia FBPA inh	-16%	-1%	-1%	7%	-7%	3%	-5%	?
CHX counter	7	-4	1	-2	-3	-5	7	11
Pf growth 96h	21%	54%[activator]	?	30%[activator]	11%	5%	81%[activator]	?

[33] Brc1ccc(CSc2ccc(-c3ccco3)nn2)cc1
[34] O=C1C2C3C=CC(C4CC34)C2C(=O)N1/N=C/c1ccc([N+](=O)[O-])o1 (stereo unspecified)
[35] O=C(Nc1ccc(-c2noc(CCc3ccccc3)n2)cc1)c1ccco1
[36] CC(=O)N1N=C(N)SC1(C)C
[37] CC(=O)N1CCc2cc(Br)cc(S(=O)(=O)NCC3CCCO3)c21 (stereo unspecified)
[38] O=C(NNC(=S)NC(=O)c1ccc(Br)cc1)c1ccc([N+](=O)[O-])cc1
[39] CCN(CC)S(=O)(=O)c1cc(NS(=O)(=O)c2ccccc2)ccc1C
[40] CCc1nc(N2CCC3(CC2)OCCO3)c2nnn(Cc3ccccc3)c2n1
compound no.	33	34	35	36	37	38	39	40
HCV inh	-17%	11µM*	?	21%	6%	-18%	-6%	?
Shiga inhibitor	100*	16	85*	17	-12	.	-15	-2
Pf growth 48h	148%[activator]	-38%	?	3%	-3%	20%	19%	?
Giardia FBPA inh	0%	?	-14%	3%	7%	?	4%	1%
CHX counter	28*	22*	58*	5	-1	3	-2	1
Pf growth 96h	75%[activator]	-30%	?	38%[activator]	5%	87%[activator]	24%	0%

# Reprinted from the part before: 2 entries; new compounds follow.
[39] CCN(CC)S(=O)(=O)c1cc(NS(=O)(=O)c2ccccc2)ccc1C
[40] CCc1nc(N2CCC3(CC2)OCCO3)c2nnn(Cc3ccccc3)c2n1
[41] Oc1oc(-c2ccccc2)nc1C=NCc1ccccc1
[42] CCOC(=O)c1ccc(NC(=O)C2CC(=O)N(c3ccc4c(c3)OCCO4)C2)cc1 (stereo unspecified)
[43] N[C@@H](Cc1ccc(O)c(O)c1)C(=O)O
[44] Cc1ccnc(SCC(=O)N2CCc3ccccc3C2)n1
[45] CCOc1cccc(/C=N/NC(=O)c2cc(-c3cccn3C)n[nH]2)c1O
[46] O=C(NC1CCCCC1)c1cc(-c2ccc(O)cc2)on1
[47] COc1ccc(C(=O)OCC(=O)c2ccc(C)c(S(=O)(=O)N3CCOCC3)c2)cc1OC
[48] Cc1cc(Cl)ccc1OCCCC(=O)Nc1cccnc1
compound no.	39	40	41	42	43	44	45	46	47	48
HCV inh	-6%	?	-19%	8%	?	5%	11µM*	5%	?	9%
Shiga inhibitor	-15	-2	119*	.	.	3	33	71*	-5	-9
Pf growth 48h	19%	?	.	-24%	-3%	?	?	36%[activator]	-4%	1%
Giardia FBPA inh	4%	1%	-9%	.	-29%[21.7 µM]	-5%	11%	2%	3%	2%
CHX counter	-2	1	61*	.	.	-2	11	33*	-1	-4
Pf growth 96h	24%	0%	73%[activator]	?	3%	2%	?	38%[activator]	6%	.

# From compound 41 to 42, copied from above:
[41] Oc1oc(-c2ccccc2)nc1C=NCc1ccccc1
[42] CCOC(=O)c1ccc(NC(=O)C2CC(=O)N(c3ccc4c(c3)OCCO4)C2)cc1 (stereo unspecified)
compound no.	41	42
HCV inh	-19%	8%
Shiga inhibitor	119*	.
Pf growth 48h	.	-24%
Giardia FBPA inh	-9%	.
CHX counter	61*	.
Pf growth 96h	73%[activator]	?

# Further compounds:
[49] CC(=O)Oc1ccc(/C=N/NS(=O)(=O)c2ccc(C)cc2)c(OC(C)=O)c1
[50] Cc1ccc2cccnc2c1N
[51] COc1cc2c(cc1OC)-c1n[nH]c(=S)n1C(C)(C)C2
[52] Nc1nnc(C2CCCC2)s1
[53] Nc1nc2c(F)c(F)c(F)cc2s1
[54] COc1ccccc1CNS(=O)(=O)c1ccc2c(c1)CC(C)N2C(=O)C1CCC1 (stereo unspecified)
[55] CCCCCCC1CC(=O)NC(=S)N1 (stereo unspecified)
[56] COCCN(C(=O)Cc1cccs1)c1nnc(-c2ccncc2)s1
compound no.	49	50	51	52	53	54	55	56
HCV inh	14%	7%	-7%	1%	12%	?	-19%	-2%
Shiga inhibitor	19	13	-5	-14	-4	-2	-1	22
Pf growth 48h	6%	23%	5%	29%	19%	?	29%	-9%
Giardia FBPA inh	?	-8%	-10%	13%	-5%	5%	0%	1%
CHX counter	-2	17	4	11	8	9	9	6
Pf growth 96h	0%	-28%	-16%	30%[5.75 µM]	0%	-21%	4%	?

[57] Cc1ccc(NC(=O)c2cccc3c2C(=O)N(C2CCCCC2)C3)c(C)c1
[58] O=C(Cc1cccs1)Nc1ccc([N+](=O)[O-])cc1
[59] CCOC(=O)C(C(C)=O)C(c1ccc(OCCC(C)C)cc1)C(C(C)=O)C(=O)OCC (stereo unspecified)
[60] COc1ccc(CN(C)S(=O)(=O)c2nnc(NC(=O)c3ccccc3)s2)cc1OC
[61] O=C(CNCC1CCCO1)N1CCCCCC1 (stereo unspecified)
[62] Cc1nn(-c2ccccc2)c2nc(N)c(C(N)=O)cc12
[63] COc1ccc(-c2nn(-c3ccccc3)cc2/C=C(/C#N)C(N)=O)cc1[N+](=O)[O-]
[64] COc1ccc(C(=O)C[n+]2ccc3ccccc3c2C)cc1
compound no.	57	58	59	60	61	62	63	64
HCV inh	7%	-7%	0%	7%	-1%	?	-6%	21%
Shiga inhibitor	22	-6	2	2	8	36	-10	94*
Pf growth 48h	?	-2%	?	-6%	-2%	18%	16%	?
Giardia FBPA inh	.	1%	-1%	-22%	-29%	21%	0%	-10%
CHX counter	-7	-2	-6	8	-2	9	-9	45*
Pf growth 96h	?	-5%	-13%	?	-1%	41%[activator]	?	?

# Part of the list above, limited to Shiga inhibitor and CHX counter:
no.	Molecule	Shiga inhibitor	CHX counter
36	CC(=O)N1N=C(N)SC1(C)C	17	5
40	CCc1nc(N2CCC3(CC2)OCCO3)c2nnn(Cc3ccccc3)c2n1	-2	1
61	O=C(CNCC1CCCO1)N1CCCCCC1 (stereo unspecified)	8	-2

# (list continues)
[65] O=C(Cc1ccccc1)N1CCN(C(=O)c2ccco2)CC1
[66] O=C(CN1CCSC1=NCc1ccccc1)c1ccccc1
[67] Cn1c(=O)n(C)c2cc(NS(=O)(=O)c3ccccc3[N+](=O)[O-])ccc21
[68] CCN(CC)c1ccc2cc(C(N)=O)c(=N)oc2c1
[69] NC(=O)c1cnn(-c2cc(Oc3ccccc3)ncn2)c1N
compound no.	65	66	67	68	69
HCV inh	7%	?	?	-26%	14%
Shiga inhibitor	-1	-3	-6	42	59
Pf growth 48h	21%	12%	-6%	35%[activator]	86%[activator]
Giardia FBPA inh	1%	2%	.	-7%	1%
CHX counter	0	-3	-2	41*	47*
Pf growth 96h	-9%	14%	107%[activator]	33%[activator]	80%[activator]

# Not a hit list; 24% or so of the library scored in one or more.
